CHX counter = affects cycloheximide protein synthesis inhibition readout, counter-screen; cell reporter, cycloheximide protein synthesis inhibition counterscreen; max response, %; 300,000 tested, 12% active; AID 2314; in the data active means max response mostly above about 13%, no sharp cut-off; inactive means mostly below about 14%; further: read at 38.3 µM for the half of the compounds with a filed dose; 0% is about no effect
Shiga toxin inh = Shiga toxin inhibition; Vero cells, Shiga toxin protein synthesis inhibition reporter; inhibition, % at 38.7 µM; 290,000 tested, 9.2% active; AID 2315; in the data active means inhibition mostly above about 28%, no sharp cut-off; inactive means mostly below about 43%; further: 0% is about no effect
Active calls of the source: *; i = inactive; + = active, no number; & = joins results of further samples.

Preview (four entries):
Every second line gives: CHX counter	Shiga toxin inh
CCCCC/C=C\C/C=C\C/C=C\C/C=C\CCCC(=O)NCCCC(=O)O
→ 19	9
O=C(O)[C@H](Cc1c[nH]c2ccccc12)N1C(=O)C2=CCCC=C2C1=O
→ -3	4
COC(=O)C1(O)CC2OC1(C)n1c3ccccc3c3c4c(c5c6ccccc6n2c5c31)C(=O)NC4 (stereo not given)
→ -5	i
CCCCC/C=C\C/C=C\C/C=C\C/C=C\CCCC(=O)NCCCl
→ -11	-4

All compounds of this part (from the top)
Every second line gives: CHX counter	Shiga toxin inh
CCCCC/C=C\C/C=C\C/C=C\C/C=C\CCCC(=O)NCCCC(=O)O
→ 19	9
O=C(O)[C@H](Cc1c[nH]c2ccccc12)N1C(=O)C2=CCCC=C2C1=O
→ -3	4
COC(=O)C1(O)CC2OC1(C)n1c3ccccc3c3c4c(c5c6ccccc6n2c5c31)C(=O)NC4 (stereo not given)
→ -5	i
CCCCC/C=C\C/C=C\C/C=C\C/C=C\CCCC(=O)NCCCl
→ -11	-4
C/C(=C\C(=O)OCCCCCCCCC(=O)O)C[C@@H]1OCC(C[C@H]2O[C@H]2[C@@H](C)[C@H](C)O)[C@@H](O)[C@H]1O (stereo not given in full)
→ 1	-5
OC[C@@H]1O[C@@H](O)[C@H](O)[C@H](O)[C@@H]1O
→ -7	-10
O=C1CCc2cccc3c2N1CC3
→ -3	10
NCC(=O)N[C@@H](CCCN=C(N)N)C(=O)NCC(=O)N[C@@H](CC(=O)O)C(=O)N[C@@H](CC(N)=O)C(=O)N1CC[C@@H](C(=O)O)C1
→ -8	2
C[C@H]1[C@H](C)CC[C@]2(C=O)CC[C@]3(C)C(=CC[C@@H]4[C@@]5(C)C[C@@H](O)[C@H](O)[C@@](C)(CO)[C@@H]5CC[C@]43C)[C@H]12
→ -7	11
CC(=O)O[C@@H]1[C@@H](O)CN[C@@H]1Cc1ccccc1
→ -13	-29
COc1cc(C2CC(=O)Oc3cc(C)c(Cl)cc32)cc(OC)c1OC (stereo not given)
→ 15	i
COc1ccc(CN2CCC(=O)c3ccccc3S2(=O)=O)cc1
→ -4	-4
C=C(C)[C@]12C[C@@H](C)[C@@]34O[C@](Cc5ccccc5)(O[C@@H]1[C@@H]3C=C(COC(=O)Cc1ccc(O)c(OC)c1)C[C@]1(O)C(=O)C(C)=C[C@@H]41)O2
→ 12	28
COc1ccc(OC)c(C2=Nn3c(nnc3-c3ccc(OC)c(OC)c3)SC2)c1
→ -2	-10
CC(=O)OCC(NC(=O)C(C)NC(=O)OC(C)(C)C)C1OC(n2ccc(=O)[nH]c2=O)C(OC(C)=O)C1OC(C)=O (stereo not given)
→ 7	4
COc1cc(OC)c2c(c1C(CCN1CCCC(C)C1)c1ccc(N(C)C)cc1)OC(=O)CC2c1ccc(N(C)C)cc1 (stereo not given)
→ -3	-11
COc1ccc(C2/C=C\CN(S(=O)(=O)c3ccc(C)cc3)C(Cc3ccccc3)C(=O)N2Cc2ccc(F)cc2)cc1 (stereo not given)
→ 9	-6
O=C1NC(=O)c2cc(Nc3ccccc3)c(Nc3ccccc3)cc21
→ -6	-11
CCc1cccc(CC)c1NC1=NCCN1
→ -3	-6
Nc1cc(C(F)(F)F)ccc1S(=O)(=O)Nc1cccc2c1NCCC2
→ -7	-4
Cc1noc(C)c1-c1ccc2ncnc(NCc3ccc(C(F)(F)F)cc3)c2c1
→ -1	15
Nc1cc(-c2ccccc2)c[nH]c1=O
→ 4	25
CCCCCCCCCCCCCCCCCCCCCCCCCCCCCC
→ -3	-3
O=C1C[C@@H](c2ccc(O)c(O)c2)Oc2c1ccc(O[C@@H]1O[C@H](CO)[C@@H](O)[C@H](O)[C@H]1O)c2O
→ 8	10
CCCCCCCCc1[se]c2ccccc2c1I
→ -1	i
COc1ccc(-c2ccc(-c3cc(=O)oc4cc(C)cc(C)c34)cc2)cc1
→ 24	+
COc1ccc(-c2ccc(OC)c(C3C4C=CCC(C)C4C(=O)N3Cc3ccccc3)c2)cc1OC (stereo not given)
→ 5	-3
COc1ccc(C2/C=C\CC(NC(=O)OCC3c4ccccc4-c4ccccc43)CC(=O)N2Cc2cccc(F)c2)cc1 (stereo not given)
→ 12	i
CC(C)OC(C)C
→ -6	-11
CCOC(=O)C1=C(C(=O)OCC)C(C(=O)OCC)N(S(=O)(=O)C(F)(F)F)c2ccccc21 (stereo not given)
→ 2	19
FC(F)(F)c1cccc(-c2noc(-c3cc(-c4ccccc4)c(C(F)(F)F)s3)n2)c1
→ -4	5
C[C@@H](C1CC[C@@]2(O)C3=CC(=O)[C@@H]4C[C@@H](O)[C@@H](O)C[C@]4(C)[C@H]3CC[C@]12C)[C@H](O)CCC(C)(C)O (stereo not given in full)
→ 10	2
CC(C)[C@H]1COC(c2cccc([N+](=O)[O-])c2)=N1
→ 14	i
CCN(CC)CCC(c1ccc(N(C)C)cc1)c1c(OC)cc(OC)c2c(C)cc(=O)oc12 (stereo not given)
→ -5	-12
C[C@H]1C=CC(=O)C[C@H]1c1c(F)cccc1Cl
→ 7	6
COc1ccc(C2/C=C\CN(S(=O)(=O)CC34CCC(CC3=O)C4(C)C)CC(=O)N2Cc2ccc(F)cc2)cc1 (stereo not given)
→ -4	-4
COc1ccc(C2C=C3CNS(=O)(=O)C3CC2OC(=O)c2cccs2)cc1 (stereo not given)
→ 9	-11
COC(=O)C1=C[C@@H](C(=O)OC)C2C3=C(C(=O)[C@@]2(C)NC(=O)c2ccccc2)[C@H](C)n2c(=O)n(-c4ccccc4)c(=O)n2[C@@H]3C1 (stereo not given in full)
→ -3	-2
COC(=O)c1ccc2c(c1)c(I)c(-c1ccc(OC)cc1)n2C
→ 37*	+
CCC1(c2ccc(O)cc2)NC(=O)NC1=O (stereo not given)
→ -7	-11
COc1ccc(S(=O)(=O)N(CCO)c2ccccc2CN(C)CC=Cc2ccc(Cl)cc2)cc1
→ 4	-4
CC(=O)O[C@H]1[C@H]2[C@@H](OC(=O)Cc3ccccc3)[C@@H](C)C[C@]2(OC(C)=O)C(=O)/C(C)=C/[C@@H]2[C@H](CC[C@@]13CO3)C2(C)C
→ 7	-4
O=C(NCc1ccccn1)C1(C(F)(F)F)CC(CCCO)CCCO1 (stereo not given)
→ -1	-7
NC(=O)Nc1sc(-c2ccc(F)cc2)cc1C(N)=O
→ 17*	4
CCOC(=O)C1=C(N)Oc2ccc(Br)cc2C1C(C#N)C(=O)OCC (stereo not given)
→ -3&-1	-4&14
COc1ccc(-c2c(C3C4C=CCC(C)C4C(=O)N3Cc3ccccc3)ccc3ccccc23)cc1 (stereo not given)
→ 1	5
CCc1ccc(OCc2ccccc2C(=O)Nc2ccc3nc(C)cc(N)c3c2)cc1
→ 27	35*
CC(C)C[C@H](NC(=O)[C@@H]1CCCN1C(=O)[C@H](CO)NC(=O)[C@H](Cc1ccccc1)NC(=O)CNC(=O)[C@@H]1CCCN1C(=O)[C@@H]1CCCN1C(=O)[C@@H](N)CCCN=C(N)N)C(=O)O
→ -6	-3
CC(=O)[O][Sn]([c]1ccccc1)([c]1ccccc1)[c]1ccccc1
→ -17	-30
C=C1CCN(C(Cc2ccccc2)C(=O)NCc2ccc(Cl)c(Cl)c2)S(=O)(=O)c2ccccc21 (stereo not given)
→ 10	19
C=CCOC(=O)C(=C)C
→ -2	-6
CCCNC(=O)N1N=C(c2ccc(N)cc2)c2cc3c(cc2C1C)OCO3 (stereo not given)
→ -2	-4
CC(=O)Nc1ccc(SCC(Cc2ccccc2)N2CCN(CC(C)C)CCC2=O)cc1 (stereo not given)
→ -3	-8
C=C1CCN(C(CC(C)C)C(=O)NCc2cc(OC)c(OC)c(OC)c2)S(=O)(=O)c2ccccc21 (stereo not given)
→ -2	0
C=C(C)C(=O)OCCOCC
→ -4	-2
Cc1ccc(C2CC(=O)Oc3cc4c(cc32)OCO4)cc1 (stereo not given)
→ 16	i
CC(C)C[C@H](NC(=O)N1CCCCCC1)C(=O)N[C@H](Cc1cn(C)c2ccccc12)C(=O)N[C@H](Cc1ccccn1)C(=O)O
→ -5	-4
C[C@@H]1C[C@H](C)C[C@H](C)[C@@H](O)CC(=O)O[C@H]([C@H]2CCC[C@H]2C(=O)O)C/C=C/C=C(/C#N)[C@H](O)[C@@H](C)C1
→ -15	-19
CCCC[C@H]1C2=C3[C@@H](CC(C(=O)OC)=C[C@@H](C(=O)OC)[C@H]3C(C)(C)C2=O)n2c(=O)n(C)c(=O)n21
→ -2	5
CC(C)=CCC[C@](C)(O)C1CC[C@]2(C)[C@@H]1CC[C@@H]1[C@@]3(C)CCC(=O)C(C)(C)[C@@H]3CC[C@]12C (stereo not given in full)
→ -6	-4

Whole records as entered above. Order of values: CHX counter | Shiga toxin inh
CCCC[C@H]1C2=C3[C@@H](CC(C(=O)OC)=C[C@@H](C(=O)OC)[C@H]3C(C)(C)C2=O)n2c(=O)n(C)c(=O)n21 as listed: -2 | 5
CCc1cccc(CC)c1NC1=NCCN1 as listed: -3 | -6
CC(=O)O[C@@H]1[C@@H](O)CN[C@@H]1Cc1ccccc1 as listed: -13 | -29
CCc1ccc(OCc2ccccc2C(=O)Nc2ccc3nc(C)cc(N)c3c2)cc1 as listed: 27 | 35*
C=C(C)C(=O)OCCOCC as listed: -4 | -2

Carrying on:
| SMILES | CHX counter | Shiga toxin inh |
| --- | --- | --- |
| O=C(Nc1cc(NC(=O)c2ccccc2)c(C(=O)O)cc1C(=O)O)c1ccccc1 | 10 | -10 |
| Nc1c(Br)cc(Br)c2cccnc12 | -7 | -8 |
| C[C@H](N)C(=O)N[C@@H](CO)C(=O)N[C@H](C(=O)N[C@H](C(=O)N[C@H](C(=O)N[C@@H](CC(N)=O)C(=O)N[C@@H](Cc1ccc(O)cc1)C(=O)N[C@H](C(=O)O)[C@@H](C)O)[C@@H](C)O)[C@@H](C)O)[C@@H](C)O | -5 | -16 |
| CN(C)CCC1(c2ccc(Cl)cc2)Cc2ccccc2C(=O)O1 (stereo not given) | -8&-10 | -10&-15 |
| O=C(O)[C@@H]1C[C@H]2C[C@@H](CP(=O)(O)O)CC[C@H]2CN1 | 5 | -3 |
| CN[C@@H](CCCN=C(N)N)C(=O)N[C@@H](CCCCN)C(=O)N1CCC[C@H]1C(=O)N[C@@H](Cc1c[nH]c2ccccc12)C(=O)N[C@H](C(=O)N[C@H](CC(C)C)C(=O)O)C(C)(C)C | -5 | -5 |
| O=[N+]([O-])c1ccc2c(c1)S(=O)(=O)C=C2 | -9 | -15 |
| CC(C)C[C@H](NC(=O)[C@H](CO)NC(=O)[C@H](C)NC(=O)[C@H](CCCN=C(N)N)NC(=O)[C@H](CCCN=C(N)N)NC(=O)[C@@H](N)CC(C)C)C(=O)NCC(=O)O | 6 | -8 |
| CC1=C(/C=C/C(C)=C/C=C/C(C)=C/C=C/C=C(C)/C=C/C=C(C)/C=C/C(=O)[C@]2(C)C[C@@H](O)CC2(C)C)C(C)(C)C[C@H](O)C1 | 10 | -2 |
| O=C(NCCc1ccccc1)c1cccc(Br)n1 | 78* | + |
| CC1(C)CCC[C@@](C)([C@H]2CC[C@]3(C)[C@@H]2[C@H](O)CC2[C@@]4(C)CC[C@H](O)C(C)(C)[C@@H]4[C@@H](O)C[C@]23C)O1 (stereo not given in full) | -7 | -25 |
| C[C@H](CCC(=O)O)C[C@H](C)C[C@H](C)C(=O)/C=C(\O)[C@H](C)C[C@H](C)C/C=C/[C@@H](C)[C@@H](O)[C@@H](C)[C@@H](O)C[C@@H]1CC[C@@](C)(C2CC[C@@](C)([C@@H](C)O)O2)O1 (stereo not given in full) | -8 | -28 |
| CSCC[C@H](NC(=O)[C@H](CC(C)C)NC(=O)CNC(=O)[C@H](Cc1ccc(O)cc1)NC(=O)[C@H](Cc1ccccc1)NC(=O)[C@H](CCC(N)=O)NC(=O)[C@H](CCC(N)=O)NC(=O)[C@@H]1CCCN1C(=O)[C@H](CCCCN)NC(=O)[C@@H]1CCCN1C(=O)[C@@H](N)CCCN=C(N)N)C(N)=O | -2 | -6 |
| Cc1o[nH]c(=O)c1C[C@H](N)C(=O)O | -5 | 1 |
| O=C(NCCc1nc2ccccc2n1CCOc1ccc(Cl)cc1)C1CCCCC1 | 11 | 12 |
| Cc1ccc(C2CC(=O)Oc3c(C(C)C)ccc(C)c32)cc1 (stereo not given) | 0 | i |
| C[C@@H]1C(=O)O[C@H]2C[C@@]34[C@H]5C[C@@H](C(C)(C)C)[C@]36[C@H](OC(=O)[C@H]6O)O[C@]4(C(=O)O5)[C@]21O | -4 | -9 |
| CCCC[C@H]1CCCO[C@@](C(=O)NCc2ccc(C)o2)(C(F)(F)F)C1 | -1 | -4 |
| CCCCCCCCCCCCCCCCOC[C@H](COP(=O)([O-])OCC[N+](C)(C)C)OC(=O)CCCCCCCC(=O)O | -3 | -8 |
| O=C(Nc1ccc([N+](=O)[O-])cc1O)Nc1ccccc1Br | 36* | 61* |
| CCCCCCCCCCCC | -6 | 31 |
| N#Cc1ccc(NCCNCC(=O)N2N=CCC2C#N)nc1 (stereo not given) | 1 | 61 |
| CN(C(=O)COc1nc2ccccc2s1)c1ccccc1 | 11 | 23* |
| CC(C)[C@H]1COC(c2cc(Cl)cc(Cl)c2)=N1 | -4 | i |
| Cc1cc2[nH]c3c(=O)n(Cc4ccccc4F)ncc3c2s1 | -1&7 | 2&-17 |
| C[C@H](NC(c1cccc2nc(O)c(O)nc12)P(=O)(O)O)c1ccc(Br)cc1 (stereo not given in full) | -4 | -8 |
| CC(C)C[C@H](NC(=O)[C@H]1O[C@@H]1C(=O)O)C(=O)NCCCCN=C(N)N | -5 | -5 |
| CCCCCCCCN=C(N)c1ccc(C(=O)OCC2CCCCC2)cc1 | -18 | -18 |
| N=C(N)SCCN=C(N)N | 0 | -8 |
| OC1OC[C@H](O)[C@@H](O)[C@@H]1O (stereo not given in full) | -5 | -3 |
| CC(C)CN1CCC(=O)N(C(CSc2ccc(Br)cc2)Cc2ccccc2)CC1 (stereo not given) | 16 | 7 |
| c1ccc(-c2ccc(OCCN3CCCC3)cc2)cc1 | 32* | 52* |
| O=P(O)(O)CCCl | -2 | 2 |

Screening results as filed in PubChem.

Not all compounds are listed; the hit share may differ from the screen's.
